Assay outcomes as filed in PubChem BioAssay.
OXTR potentiate: human OXTR potentiation; P30559; AID 2445; CHO-OTR cells, Fluo-8 calcium fluorescence, potentiator mode; 0% = oxytocin EC15, 100% = EC100; activation, % at 3 µM; actives 0.061% (n = 320,000);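 active = activation above that plate's cutoff, the mean activation of tested compounds plus 3 SD, cut at about 6.6% in these data, passing the limit was not always enough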;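 also: 100% uses oxytocin at 75 nM as the full agonist control; some results filed as inactive read as strong as hits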
Target sequence (P30559 whole entry, looked up): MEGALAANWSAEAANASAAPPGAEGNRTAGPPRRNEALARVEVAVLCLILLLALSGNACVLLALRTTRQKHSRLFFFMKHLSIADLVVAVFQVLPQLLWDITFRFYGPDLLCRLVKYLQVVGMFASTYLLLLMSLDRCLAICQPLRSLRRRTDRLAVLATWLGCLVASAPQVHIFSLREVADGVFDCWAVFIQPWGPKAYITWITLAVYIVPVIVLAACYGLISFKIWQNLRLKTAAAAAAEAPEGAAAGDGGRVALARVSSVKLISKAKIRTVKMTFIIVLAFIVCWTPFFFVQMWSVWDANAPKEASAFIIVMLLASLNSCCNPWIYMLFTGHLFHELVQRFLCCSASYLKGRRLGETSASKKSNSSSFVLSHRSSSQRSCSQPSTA
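Assay system: CHO cell line stably expressing human OTR. Reagent: EC15 oxytocin agonist. Dosing: single dose, 3.0 µM nominal final compound concentration. Timing: compound 6 min at room temperature before oxytocin, 100 s read. Signal: kinetic Fluo-8 calcium fluorescence. Controls: oxytocin EC15 low and EC100 high.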
M1 PAM parental: counter-screen for M1 PAMs: effect in parental CHO-K1 cells; actives 0.02% (n = 360,000); activation, % at 3 µM; ATP EC20, Fluo-8 calcium fluorescence; 0% at ATP EC20, 100% at ATP max;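 active = activation above the run cutoff, the mean activation of all test compounds plus 3 SD, cut at about 40% in these data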;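 also: peak over basal fluorescence ratio in a 140 s read after ATP addition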
CHO-K1 Ca antag: nonselective inhibitor or artifact in parental CHO-K1 cells. ATP-induced calcium, Fluo-8 fluorescence. inhibition, % at 3 µM. actives 0.6% (n = 360,000). AID 602250;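 active = inhibition above a per-plate cutoff, the plate's mean sample inhibition plus 3 SD, cut at about 24% in these data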;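 also: 0% = DMSO plus EC80 ATP and 100% = DMSO alone without ATP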
TAAR1 ag: human TAAR1 agonism. AID 624467. activation, % at 3 µM. CHO RD-HGA16 TAAR1, Fluo-8 calcium fluorescence; vehicle wells 0%, saturating PEA agonist 100%. actives 0.99% (n = 360,000);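 active = activation above the mean activation of all test compounds in the run plus 3 SD, cut at about 38% in these data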
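Test system: RD-HGA16 (CHO) cells co-expressing Gα16 and hTAAR1; dosing: one-point dosing at 3 µM (nominal); timing: 17-24 h seeding, 75 min 37 °C dye, 30 min RT; signal: kinetic Fluo-8 calcium fluorescence; read-out basis: % activation relative to PEA EC100 response; controls: DMSO and PEA EC100; replicates: n 1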
TAAR1 antag: antagonists of human TAAR1; CHO RD-HGA16 TAAR1, Fluo-8 calcium fluorescence, antagonist; Q96RJ0; inhibition, % at 3 µM; actives 1.5% (n = 360,000);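 active = inhibition above a per-plate cutoff, the mean inhibition of test compounds on that plate plus 3 SD, cut at about 49% in these data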;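 also: 0% = DMSO plus EC80 beta-PEA response and 100% = DMSO alone without agonist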
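Material: CHO RD-HGA16 cells bearing hTAAR1; compound dosing: one-point dosing, 3 µM nominal final; schedule: dye loading 75 min at 37 °C, then 30 min room temperature; measured by: calcium fluorescence with Fluo-8; control set: vehicle and agonist controls; replication: n of 1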
M1 ag: activates human CHRM1 receptor | AID 588814 | activation, % at 3 µM | CHO-K1 hM1, Fluo-8 calcium fluorescence, agonist mode; 0% DMSO, 100% acetylcholine EC100 | actives 0.33% (n = 360,000);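 active = activation above the run's mean compound activation plus 3 SD, cut at about 16% in these data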;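 also: peak over basal fluorescence ratio within a 140 s kinetic read after compound addition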
Target sequence (P11229 whole entry, looked up): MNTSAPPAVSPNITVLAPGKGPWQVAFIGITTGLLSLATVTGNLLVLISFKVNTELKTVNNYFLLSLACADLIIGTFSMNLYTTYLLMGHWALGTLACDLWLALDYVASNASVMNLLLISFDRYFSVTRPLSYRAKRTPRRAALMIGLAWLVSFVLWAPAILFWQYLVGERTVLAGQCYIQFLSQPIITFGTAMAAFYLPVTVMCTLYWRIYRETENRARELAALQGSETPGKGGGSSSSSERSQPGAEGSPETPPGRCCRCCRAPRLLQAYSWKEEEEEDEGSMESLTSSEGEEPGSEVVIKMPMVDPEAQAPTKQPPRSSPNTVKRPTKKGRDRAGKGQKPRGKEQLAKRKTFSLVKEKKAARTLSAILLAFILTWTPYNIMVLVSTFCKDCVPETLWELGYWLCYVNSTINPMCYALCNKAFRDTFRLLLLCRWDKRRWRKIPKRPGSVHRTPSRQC
CHO parental Ca: signal in parental CHO cells, OX1R antagonist counter-screen | parental CHO-K1, ATP-induced calcium, Fluo-8 fluorescence | inhibition, % at 5.6 µM | actives 0.63% (n = 330,000);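 active = inhibition above that plate's mean sample inhibition plus 3 SD, cut at about 26% in these data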;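 also: 0% = ATP-challenged DMSO wells and 100% = DMSO wells without ATP; some compounds past the cut are filed as inactive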
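material = parental CHO cells | also added = ATP as calcium-mobilizing challenge | dosing = single point at 5.6 µM | detection = intracellular calcium via Fluo-8 no-wash fluorescent dye | read-out = % inhibition | benchmarks = low control ATP plus DMSO, high control DMSO only | repeats = one well per compound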
CHRM1 antagonist: human CHRM1 antagonism; P11229; AID 588852; inhibition, % at 3 µM; actives 1.3% (n = 360,000); CHO-K1 hM1, Fluo-8 calcium fluorescence, ACh EC80 antagonist;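 active = percent inhibition above its own plate's cutoff, namely the mean of that plate's compound wells plus 3 SD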;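 also: peak over basal fluorescence ratio during 140 s after agonist addition; 0% = ACh EC80 plus DMSO and 100% = DMSO alone without agonist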
M1 ag parental: M1 agonist counterscreen hit in parental CHO-K1 cells; Fluo-8 calcium fluorescence; scaled to maximal ATP response, vehicle zero; activation, % at 3 µM; actives 0.48% (n = 360,000); AID 602248; in the data active = activation above about 15%;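 also: untransfected CHO-K1 host cells lacking M1 receptor as counterscreen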
Active calls of the source: *; . = not tested or not shown. This is a random part of the collection. Share with any hit: about 4.2%.

Results follow in this order: OXTR potentiate | M1 PAM parental | CHO-K1 Ca antag | TAAR1 ag | TAAR1 antag | M1 ag | CHO parental Ca | CHRM1 antagonist | M1 ag parental
Cc1cc(C)nc(SCC(=O)NC(=O)c2ccccc2O)n1
 : -1.8 | 11.0 | -8.6 | 0.1 | -22.2 | -1.9 | -12.2 | -17.7 | 0.3
Cc1ccc(-c2nnn(CC(=O)N(Cc3cccs3)C(C(=O)NC3CCCC3)c3ccncc3)n2)cc1 (stereo not given)
 : -5.2 | 12.9 | -17.1 | -4.3 | -3.4 | -9.6 | -31.9 | -18.9 | -0.3
Cn1c(=O)[nH]c(=O)c2c1nc(NCc1ccccc1)n2CC(O)c1ccccc1 (stereo not given)
 : -13.8 | 13.9 | -14.6 | 2.1 | 5.5 | -3.1 | -4.7 | 0.0 | 0.5
Cc1sc(NC(=O)CSc2nnc(COc3ccc(Cl)cc3)n2C)c(C#N)c1C
 : -22.0 | 7.7 | -17.8 | 2.2 | -9.7 | -3.3 | -15.4 | -2.6 | -0.6
COc1n[nH]c(C(=O)Nc2cc(Cl)ccc2Cl)c1[N+](=O)[O-]
 : -2.6 | 1.3 | -3.0 | 4.5 | -23.0 | 0.7 | -18.0 | -7.9 | 0.7
COc1cc2c(cc1OC)C(c1ccccc1)N(C(=O)c1ccccc1)CC2 (stereo not given)
 : -5.7 | -11.5 | 3.4 | 2.8 | -9.3 | -5.9 | -12.1 | -9.7 | -0.2
Cc1cc(C)n(CC(C)NCc2cn[nH]c2-c2cccc3ccccc23)n1 (stereo not given)
 : -6.6 | 18.2 | -20.3 | 21.5 | -31.2 | -3.7 | -19.4 | -3.9 | 0.1
COc1c(Br)cc([N+](=O)[O-])c(OC)c1C(=O)NC(=O)Nc1cc(Cl)cc(Cl)c1
 : -6.2 | -14.4 | 6.4 | 4.9 | -10.3 | -2.4 | -14.2 | -1.9 | 1.3
CCc1cccc(NC(=O)CCNC(=O)Cn2ccc3ccccc3c2=O)c1
 : -4.4 | -5.7 | -2.8 | 1.8 | -8.4 | -1.4 | -6.6 | -10.0 | 1.3
COC(C[C@@H]1O[C@H]1[C@@H](O)[C@@H](C)OCc1ccccc1)OC
 : . | -2.2 | -4.0 | 7.6 | 7.8 | 0.2 | . | -15.9 | -0.5
Cc1ccc(NC(=O)COC(=O)c2ccccc2Nc2ccccc2)cc1
 : -1.3 | 11.7 | -7.1 | 0.6 | -15.9 | -6.4 | -6.9 | -9.5 | 0.2
C=C(C)c1cccc(C(C)(C)NC(=O)Nc2ccc(C(C)=O)cc2)c1
 : -8.5 | 9.1 | -4.0 | 7.2 | 12.3 | 4.5 | -23.5 | 1.2 | 5.3
CCOC(=O)c1c2ccc(OCC(=O)N/N=C/c3ccc(C)cc3)cc2n2ccccc12
 : 1.1 | 21.9 | -14.4 | 6.2 | 2.4 | 0.6 | -19.0 | -11.0 | 0.9
COc1ccc(CCN(C(=O)c2snc(C(N)=O)c2N)C(C)C(=O)NC2CCCCC2)cc1OC (stereo not given)
 : -1.2 | -15.9 | -4.7 | 2.4 | 12.5 | -3.6 | -18.2 | -11.3 | 1.6
CCOc1ccc(CCn2c(-c3ccco3)nc3ccccc3c2=O)cc1OCC
 : 3.1 | 16.1 | 12.6 | 12.8 | 57.8* | 0.0 | -17.3 | 16.9 | 3.3
O=C1N(c2ccccc2)C(c2ccccc2)N2CCCN12 (stereo not given)
 : -14.8 | -10.9 | -2.3 | -0.6 | -2.5 | -0.6 | -0.8 | -17.4 | -0.1
COC(=O)c1sccc1NC(=O)COc1ccc(C)cc1
 : -16.2 | 8.2 | -15.8 | 7.0 | 37.9 | -2.5 | -13.7 | 0.0 | 0.4
CC1Sc2ccc(S(=O)(=O)CCC(=O)Nc3cc(F)ccc3F)cc2NC1=O (stereo not given)
 : -4.0 | -3.6 | -12.0 | 6.4 | -14.9 | -0.1 | -16.9 | 1.7 | 6.0
Cc1cc(C)n2c(SCC(=O)Nc3ccc(F)cc3F)nnc2n1
 : -0.4 | 5.2 | -7.6 | 5.9 | -11.5 | -6.2 | -3.9 | -6.8 | 1.9
COc1ccccc1N1CCN(C(=O)Cn2cnc3c2c(=O)n(C)c(=O)n3C)CC1
 : -4.8 | -21.3 | 16.9 | 1.2 | -2.6 | -1.3 | -13.8 | -2.2 | 1.6
O=C1/C(=C\c2c(NCCOCCO)nc3ccccn3c2=O)SC(=S)N1Cc1ccco1
 : -26.6 | 0.3 | 11.0 | 40.8* | 61.7* | 29.6* | 34.4* | 33.6 | 20.5*
CN1N=C(C(=O)N2CCN(c3ccc([N+](=O)[O-])cc3)CC2)CCC1=O
 : -5.3 | 15.5 | -5.2 | 1.3 | -2.2 | -3.9 | -3.7 | -12.1 | 0.8
Cc1cc(C)c(O)c(-c2cc(C(=O)Nc3c(C)n(C)n(-c4ccccc4)c3=O)[nH]n2)c1
 : -2.5 | 19.2 | -11.1 | -0.9 | -26.0 | -5.5 | -2.8 | -14.1 | 0.2
CCOC(=O)C1CCN(S(=O)(=O)c2cn(C)c(=O)n(C)c2=O)CC1
 : -3.1 | 20.8 | -8.0 | -0.7 | 13.1 | -10.1 | 7.4 | 32.1* | 1.0
Cc1ccc(NC(=O)CSc2nnc(C)c(=O)n2N)c(C)c1
 : -4.2 | 5.1 | 3.9 | 0.5 | -5.4 | -2.2 | -3.8 | -2.0 | 0.1
O=C(COC(=O)c1cnccn1)NCCc1ccc(Cl)cc1Cl
 : -8.5 | 23.1 | -18.4 | -1.1 | -11.5 | 0.9 | -7.0 | -10.3 | 0.0
O=C(NCCOc1ccc(Cl)cc1)c1cccc(S(=O)(=O)N2CCCC2)c1
 : -9.6 | 4.4 | -7.4 | 17.8 | 24.0 | 4.0 | -19.6 | 0.1 | 6.6
O=C1CSC(=S)N1/N=C/c1cccnc1
 : -2.3 | -10.6 | 18.1 | 6.0 | -30.5 | -1.5 | -1.3 | -2.7 | -0.5
Cc1ccc(S(=O)(=O)SC/C=C/CSS(=O)(=O)c2ccc(C)cc2)cc1
 : . | 26.6 | -14.9 | 10.4 | 4.6 | -6.4 | . | -5.8 | 1.0
COc1ccc(C2=C(C=Nc3c(C)n(C)n(-c4ccccc4)c3=O)C(c3ccccc3C)c3ccccc3O2)cc1OC (stereo not given)
 : -8.4 | 0.7 | -3.7 | 2.8 | 3.8 | -5.6 | -7.8 | 8.2 | 0.0
CCOCCCNC(=S)Nc1ccc2nc(N3CCOCC3)cc(C)c2c1
 : -19.4 | 13.6 | -9.6 | 0.3 | -3.7 | -5.1 | -14.8 | -9.4 | 9.8
O=C(CNC(=O)OCc1ccccc1)NC1(C(=O)O)CCCC1
 : . | 7.9 | -16.1 | 1.1 | -15.9 | -2.1 | . | -17.2 | 0.3
CC(=O)c1ccc2c3c(ccc(O)c13)CC2
 : -6.8 | -7.5 | -11.0 | 5.0 | -2.7 | -6.0 | -24.6 | -29.7 | -0.6
CS(=O)(=O)c1ccc(C(=O)Nc2ccccc2Cl)cc1
 : 1.5 | -17.4 | -3.7 | 0.3 | -12.9 | -3.6 | 3.0 | -1.5 | 1.8
O=C(O)C(Cc1c[nH]c2ccccc12)N1C(=O)c2ccccc2C1=O (stereo not given)
 : -1.5 | -11.1 | -2.4 | 1.1 | -7.9 | -1.8 | -4.3 | -7.5 | -0.2
CCc1ccc(-c2csc3nc[nH]c(=O)c23)cc1
 : 2.5 | 11.2 | -2.1 | -2.5 | -3.3 | -3.4 | -5.2 | -8.2 | 0.5
O=C(CCCc1ccccc1)NCc1cccnc1
 : -2.2 | -3.6 | 0.7 | 10.9 | 5.7 | -5.5 | -6.4 | -0.3 | 0.0
COc1ccc(C(CC(=O)O)NC(=O)c2cc3cc(Br)ccc3oc2=O)cc1OC (stereo not given)
 : -6.8 | -1.5 | 15.3 | 0.9 | 4.8 | -4.3 | -5.1 | -6.2 | 0.2
CNC(C)C(=O)NC(C(=O)N1CCCC1C(=O)NNc1ccccc1)C(C)C (stereo not given)
 : -5.7 | 9.6 | -7.9 | 3.1 | -7.8 | -3.8 | -6.6 | -5.0 | 1.2
COC/C=C/C1=CC2=CC(=O)C(C)(OC(=O)C3CCCC3)C(=O)C2=CO1 (stereo not given)
 : 0.5 | -18.2 | 0.3 | 3.3 | 2.7 | -3.4 | -17.5 | 22.3 | -0.1
COc1ccc(NC(=O)CCN2CCN(c3ccc(F)cc3)CC2)cc1
 : -5.0 | -2.2 | 1.7 | -0.9 | 10.6 | -5.8 | -4.9 | -5.6 | 1.4
Cc1cccc(Oc2cc(NC(=O)Cn3cnc([N+](=O)[O-])n3)cc([N+](=O)[O-])c2)c1
 : -7.5 | 15.2 | 0.5 | 5.4 | 36.9 | -1.6 | 19.2 | -6.6 | 3.1
Cc1ccc(C(=O)C(OC(=O)CN2C(=O)c3ccccc3C2=O)c2ccccc2)cc1 (stereo not given)
 : -6.4 | 16.3 | -8.9 | 3.8 | 11.7 | -5.0 | -11.8 | -6.7 | 1.1
COc1ccc(NC(=O)CN2C(=O)CSC2=O)cc1
 : -1.9 | 11.3 | -15.0 | 4.6 | 0.5 | -4.4 | -2.2 | -7.7 | 0.7
Cc1ccc(S(=O)(=O)N2CCc3ccccc3C2)cc1C
 : . | 1.9 | 17.0 | -1.5 | -3.7 | -3.9 | . | 9.5 | 9.3
COc1ccc(C(=O)NCCn2cc(SCC(N)=O)c3ccccc32)cc1
 : -2.8 | 10.5 | -10.0 | 5.6 | -12.6 | 4.5 | -2.1 | -11.6 | 3.0
Cc1nc(N2CCN(Cc3ccccc3)CC2)nc2c1C(=O)CC(c1ccco1)C2 (stereo not given)
 : -3.0 | 16.2 | -4.5 | 2.1 | 23.6 | -6.2 | -20.2 | -7.2 | 0.7
COc1ccc(/C=N\NC(=O)c2ccccc2OC)cc1COc1c(F)c(F)c(F)c(F)c1F
 : -10.4 | -16.8 | 22.4 | -0.7 | 4.8 | -4.9 | -5.1 | 3.2 | -0.3
Cc1cccc(NC(=O)c2cc(=O)[nH]c3ccccc23)c1
 : -2.2 | 7.8 | 5.0 | -0.8 | 9.2 | 7.3 | -1.6 | 6.0 | 12.9
Cc1ccc(C)n1-c1nccc(-c2ccco2)n1
 : -4.4 | 14.4 | -12.8 | -2.1 | -6.3 | -4.0 | -1.7 | 7.1 | 4.3
O=C(Nc1ccc(Cl)cc1)Nc1cc([N+](=O)[O-])ccc1F
 : -6.9 | 11.8 | -0.1 | 7.2 | 11.3 | -5.5 | 3.1 | -1.0 | 2.3
CSC(=NC#N)N1CCN(c2c(C)cccc2C)CC1
 : -10.4 | -0.2 | 3.4 | 11.7 | -1.8 | -6.4 | -15.2 | -5.5 | -0.1
